Tn6 DDE FP: DD(E)-Tn6 binding inhibition, primary FP screen; Fibrin DD(E) TRITC-Tn6 fluorescence polarization displacement; inhibition, % at 8.3 µM; 370,000 tested, 0.21% active;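 active means inhibition above a per-campaign cutoff: mean of compounds within control limits plus 3 SD, cut at about 15% in these data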;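 further: 0% = median of all compound wells on the plate and 100% = blocking peptide control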
TDP2 inh: TDP2 (human) inhibition, absorbance primary screen; 370,000 tested, 0.34% active; AID 720702; O95551; recombinant TDP2, T5PNP hydrolysis, p-nitrophenol absorbance 415 nm; inhibition, % at 12.8 µM;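 active means inhibition above the mean of all tested compounds plus 3 SD, set per campaign, cut at about 25% in these data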;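 further: 0% = DMSO with enzyme and 100% = buffer with substrate but no TDP2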
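test system = human TDP2 enzyme | input = TDP2 enzyme at 120 nM final | medium = 50 mM Tris-HCl pH 7.5 with Mg2+, KCl, DTT, BSA | also added = T5PNP substrate, 5 mM | times = 2 h at 37 °C | technique = epi absorbance | benchmarks = high control without enzyme, low control DMSO plus TDP2 | replication = each compound tested once, singlicate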
DDE Tn7 FP inh: DD(E)-Tn7 binding inhibition, primary FP screen; 370,000 tested, 0.13% active; inhibition, % at 8.3 µM; AID 720508; FP displacement of FITC-Tn7 peptide from fibrin DD(E); 0% = median of compound wells per plate;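 active means inhibition above the mean of compounds falling within the control limits plus 3 SD of them, cut at about 14% in these data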;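 further: 0% = plate median of compound wells and 100% = 10 µM Aha-Tn7 peptide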
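assay system = human clot-derived fibrin DD(E) complex | quantity = Fibrin-DD(E) at 2 µM final | timing = 10 min preincubation, 3 h with tracer, room temperature | signal = fluorescence polarization | measure = percent inhibition | benchmarks = high control wells with 10 µM unlabelled Aha-Tn7 peptide (full inhibition) | replicates = singlicate testing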
MBD2 DNA inh: inhibitors of human MBD2 binding to methylated oligonucleotide; 370,000 tested, 0.31% active; AID 686964; Q9UBB5; TR-FRET; inhibition, % at 4.4 µM; in the data active means inhibition above about 13%
UHRF1 MBD2 ctr: human UHRF1 methylated DNA binding inhibitors; UHRF1 binding to methylated oligo, TR-FRET; 370,000 tested, 0.75% active; inhibition, % at 4.4 µM; AID 687016; Q96T88; in the data active means inhibition above about 21%;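 further: UHRF1 SRA domain binding a hemimethylated CpG hairpin DNA probe; 0% = median of test compound wells and 100% = reference inhibitor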
Target sequence (Q96T88 whole entry, looked up, the tested form may be a part): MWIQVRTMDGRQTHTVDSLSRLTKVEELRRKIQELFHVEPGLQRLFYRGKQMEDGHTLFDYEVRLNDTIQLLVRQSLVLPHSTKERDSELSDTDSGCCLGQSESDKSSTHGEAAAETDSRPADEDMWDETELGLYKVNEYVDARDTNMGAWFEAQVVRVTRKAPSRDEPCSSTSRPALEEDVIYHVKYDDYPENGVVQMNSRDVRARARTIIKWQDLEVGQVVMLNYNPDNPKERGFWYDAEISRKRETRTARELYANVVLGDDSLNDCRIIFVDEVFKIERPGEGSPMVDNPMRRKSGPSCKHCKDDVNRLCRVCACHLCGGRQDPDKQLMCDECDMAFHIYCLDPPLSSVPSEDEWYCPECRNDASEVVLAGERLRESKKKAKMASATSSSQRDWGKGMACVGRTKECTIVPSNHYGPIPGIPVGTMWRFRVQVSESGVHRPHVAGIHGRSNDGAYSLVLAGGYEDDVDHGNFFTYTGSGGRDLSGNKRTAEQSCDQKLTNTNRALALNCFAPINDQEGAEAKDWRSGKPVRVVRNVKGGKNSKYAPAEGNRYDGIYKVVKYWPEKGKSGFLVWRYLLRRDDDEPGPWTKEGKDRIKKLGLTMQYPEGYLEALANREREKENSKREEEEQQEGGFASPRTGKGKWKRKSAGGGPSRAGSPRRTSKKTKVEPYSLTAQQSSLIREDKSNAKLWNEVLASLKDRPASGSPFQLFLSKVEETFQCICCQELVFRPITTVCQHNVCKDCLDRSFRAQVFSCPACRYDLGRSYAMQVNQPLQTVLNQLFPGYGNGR
LEDGF integ inh: blocks HIV-1 LEDGF/p75-dependent DNA integration; TR-FRET IN-LEDGF/p75 DNA integration, Eu/Cy5; inhibition, % at 3.7 µM; 370,000 tested, 0.64% active; AID 743269;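 active means inhibition above the screen-wide mean plus 3 SD, cut at about 13% in these data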;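 further: signal is the Cy5 over europium emission ratio at 671 and 618 nm; 0% = plate median of compound wells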
PRMT1 FP inh: PRMT1 (human) inhibition, primary screen. AID 652257. recombinant PRMT1, activity-based probe fluorescence polarization. inhibition, % at 2.79 µM. 370,000 tested, 1.3% active. Q99873;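 active means inhibition above about 21% made by adding two undisclosed values, limit read from the data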
proKLK7 act: activators of human kallikrein-7 zymogen; 370,000 tested, 0.9% active; activation, % at 7 µM; AID 652039; purified proKLK7, EDANS-DABCYL substrate fluorescence; 100% is mature enzyme control, 0% vehicle;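 active means activation above the mean of all tested compounds plus 3 SD, computed per campaign excluding outliers beyond control limits, cut at about 13% in these data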
Target sequence (P49862 whole entry, looked up): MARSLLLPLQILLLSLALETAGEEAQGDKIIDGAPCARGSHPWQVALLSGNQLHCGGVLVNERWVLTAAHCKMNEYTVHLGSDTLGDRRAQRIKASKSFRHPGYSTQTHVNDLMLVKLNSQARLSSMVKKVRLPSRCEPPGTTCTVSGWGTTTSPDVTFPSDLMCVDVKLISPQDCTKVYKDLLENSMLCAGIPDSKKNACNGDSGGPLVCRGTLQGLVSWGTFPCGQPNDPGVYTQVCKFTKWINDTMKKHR
SIAE primary: human SIAE inhibition, primary screen; 370,000 tested, 0.69% active; inhibition, % at 9.66 µM; AID 1053197; SIAE FP-Rh probe binding, fluorescence polarization; Q9HAT2;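 active means inhibition above a cutoff: mean of compounds within the control limits plus 3 SD of those, cut at about 17% in these data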;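 further: 0% = plate median of compound wells and 100% = probe without SIAE protein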
TCR-CD3 inh: human TCR-CD3 binding inhibition; TAMRA-labeled TCR probe fluorescence, biochemical; inhibition, % at 9.4 µM; 360,000 tested, 0.37% active; AID 651800; in the data active means inhibition above about 19%;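 further: recombinant mutant TCR 2C K166C tagged with TAMRA read by polarization; 0% = receptor in buffer alone and 100% = receptor with positive control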
An asterisk follows results filed as active; x = no result given. Hits appear at their usual frequency. About 4.6% of those tested had a hit in this group.

SMILES	Tn6 DDE FP	TDP2 inh	DDE Tn7 FP inh	MBD2 DNA inh	UHRF1 MBD2 ctr	LEDGF integ inh	PRMT1 FP inh	proKLK7 act	SIAE primary	TCR-CD3 inh
CC(=O)Nc1ccc(NC(=O)C(C)OC(=O)c2ccc(C)s2)cc1 (configuration not stated)	-3.4	-0.3	1.5	0.0	0.7	1.1	-2.3	-0.2	3.0	8.5
CC[C@]12C(=O)N(C)C[C@H]([C@@H]3C(=O)N(C)C(=O)[C@@H]31)N2C(=O)c1ccc(Cl)cc1	1.2	9.4	7.4	3.4	-1.8	-1.8	2.3	-0.5	-3.5	2.9
COc1cc(CCC(=O)Nc2ccc(S(=O)(=O)N3CCOCC3)cc2)cc(OC)c1OC	-4.7	-2.0	0.1	2.5	1.1	2.4	2.0	0.0	-5.7	6.2
Cc1ccc(CN(C)C[C@H]2OCc3cnnn3CCCC(=O)N([C@@H](C)CO)C[C@@H]2C)cc1	-3.0	2.7	-2.9	-1.8	4.8	0.6	0.6	-0.4	-3.0	-4.9
C(=N\Nc1nc2ccccc2[nH]1)/C1CCCCC1	-4.9	-7.5	1.8	-3.1	-2.8	-1.9	-0.1	0.7	11.5	1.3
O=C(CSc1nc(O)c(C2CCCCC2)c(=O)[nH]1)Nc1ccc(Cl)cc1	-5.0	2.5	-3.6	-3.8	3.0	-1.1	3.6	0.1	8.3	0.1
S=C(c1ccccc1)N(c1ccccc1)c1ccccc1	9.5	-3.2	-3.7	-1.4	6.0	1.4	1.9	0.2	-5.8	-1.1
N#CC(C(=O)CCN1C(=O)C2CC=CCC2C1=O)c1nc2ccccc2[nH]1 (configuration not stated)	-6.5	-8.6	1.4	-3.1	1.3	-5.0	0.7	-0.9	6.5	5.6
Cc1cccc(N2CCN(S(=O)(=O)c3cccs3)CC2)c1C	-0.1	-7.8	0.7	0.6	-0.6	-1.6	0.2	0.2	4.5	2.5
Cc1nc(SCC(=O)NC2CCCC2)c2oc3ccccc3c2n1	-1.2	1.8	-0.6	1.5	15.1	4.0	1.8	0.0	-4.5	1.3
CC(C)CCNC(=O)CN(Cc1ccccc1)C(=O)CCC(=O)Nc1ccccn1	-10.5	-1.7	1.7	0.7	-0.9	2.1	0.4	0.6	-2.6	2.3
COc1ccc(C(=O)C=Cc2cccs2)c(O)c1	-8.0	7.2	1.7	-0.8	0.0	-3.8	0.1	-0.3	-2.9	2.4
COc1ccc(NC(=O)CN(C)CC(=O)N(CC(C)C)c2c(N)n(CC(C)C)c(=O)[nH]c2=O)cc1	-2.9	7.5	-0.5	0.3	-2.7	2.1	3.8	1.1	1.8	5.3
O=C(CN1CCOCC1)Nc1ncccn1	-4.7	5.0	-8.8	-2.4	-2.2	0.9	-1.8	0.5	-4.6	-3.9
COc1ccc(C2=NN(C(C)=O)C(c3ccccc3)C2)cc1 (configuration not stated)	-7.5	-6.0	0.3	7.5	3.2	1.2	3.0	-0.1	-10.5	-1.6
O=C(NCc1n[nH]c(=S)n1-c1cccc(C(F)(F)F)c1)c1ccco1	-4.5	2.8	1.5	-1.7	-3.1	-1.7	4.4	-0.7	3.0	-0.1
OC(c1ccccc1)(c1nc(-c2cccc(C(F)(F)F)c2)cs1)C(F)(F)F (configuration not stated)	-10.3	-7.6	-2.5	-3.6	-0.9	-3.6	1.7	-0.1	-11.9	4.6
C[C@@H]1C=CCCO[C@]12C(=O)N(Cc1ccc(Br)cc1)c1ccccc12	-1.1	-2.5	-2.3	2.0	5.4	-2.4	3.1	0.3	-2.4	-5.2
CCOc1ccc(N(CC(=O)NCCc2ccccc2)C(=O)CCC(=O)Nc2cc(C)ccn2)cc1	9.6	-20.8	-0.4	1.2	2.9	-0.9	-3.6	0.1	-12.9	8.2
O=S1(=O)C[C@@H](N2CC[C@@H](O)C2)[C@H](COCc2ccccc2)N1	-3.5	-14.4	2.0	3.3	1.0	4.8	0.9	0.6	-8.7	3.3
Nc1ccc(S(=O)(=O)C(F)(F)F)cc1N	-5.3	-0.5	-0.3	2.6	-0.2	1.1	-1.5	-0.2	13.2	2.2
CCn1c(SCC(=O)N2c3ccccc3Sc3ccccc32)nnc1-c1ccco1	-0.9	-10.2	-3.7	0.4	1.1	0.9	20.8	-0.7	7.8	-6.2
CCCn1c(=O)c(C(=O)Nc2ncccc2O)c(O)c2ccccc21	-4.8	-5.9	-12.2	0.6	-3.8	2.3	5.5	-0.2	-2.0	21.8*
CCN(CC)CCC(c1ccc2c(c1)OCO2)c1c(OC)cc(OC)c2c(-c3ccccc3)cc(=O)oc12 (configuration not stated)	-2.0	-1.5	0.3	-0.5	1.8	-2.2	-2.0	0.6	-1.0	-3.0
Fc1cc2[nH]c(=S)[nH]c2cc1Cl	1.8	-7.6	4.3	0.3	-3.0	-2.2	0.1	0.1	3.7	0.5

Continued.
SMILES	Tn6 DDE FP	TDP2 inh	DDE Tn7 FP inh	MBD2 DNA inh	UHRF1 MBD2 ctr	LEDGF integ inh	PRMT1 FP inh	proKLK7 act	SIAE primary	TCR-CD3 inh
CCOC(=O)N1CCN(S(=O)(=O)c2ccc(C(=O)Nc3nc4c(s3)CC(C)CC4)cc2)CC1 (configuration not stated)	2.8	4.9	-3.2	5.8	2.2	-1.2	4.1	-2.1	-4.8	-2.1
COc1cc(C)c(C(=O)Oc2cc(C)c(C(=O)O)c(O)c2C)c(O)c1C(=O)O	-6.4	1.1	-4.3	-4.5	-1.5	5.1	-1.1	-1.1	-29.8	10.2
NC(=O)C1CCN(C(=O)C2CC(=O)N(c3ccc4c(c3)OCCO4)C2)CC1 (configuration not stated)	2.8	0.8	6.6	-5.4	-1.5	2.2	0.5	0.1	1.9	0.8
Cc1ccsc1/C=C1\CCC(C2CCCC2)C1=O (configuration not stated)	-4.0	3.9	3.4	-4.1	0.5	-5.3	3.6	-0.2	-10.4	-0.1
COc1ccccc1Cn1c(C(C)C)nc2ccccc21	3.1	-7.2	-5.8	-4.8	-2.2	7.0	-3.6	0.9	4.7	-3.2
O=C(CN(c1ccccc1F)S(=O)(=O)c1ccccc1)Nc1ccc2c(c1)OCCO2	6.8	1.7	2.9	-2.4	0.3	0.2	-1.5	0.2	-3.3	11.8
CC(=O)N[C@@H](Cc1c[nH]c2ccccc12)C(=O)NC1CCCc2ccccc21 (some centres not stated)	5.2	-0.3	4.1	1.0	0.2	0.9	-0.5	0.1	3.5	-0.1
CCc1ccc(S(=O)(=O)/N=C2\C=C(NS(=O)(=O)c3ccccc3)C(=O)c3ccccc32)cc1	3.9	18.0	11.5	-13.3	-1.9	11.0	5.6	0.0	-1.7	-12.4
COc1ccc2nc(NC(=O)c3ccc(NC(=O)C4CCCO4)cc3)sc2c1 (configuration not stated)	2.3	-7.0	-0.9	0.7	-0.6	-0.9	1.2	1.2	-3.6	1.9
COc1ccc(-c2n[nH]c3c2CN(C(=O)c2ccc(F)cc2)CC3)cc1	4.6	-21.8	7.1	-2.7	0.9	2.5	-1.9	0.7	-6.3	5.1
CC(C)NC(=O)c1ccc(NC(=O)CC2SC(N3CCCCC3)=NC2=O)cc1 (configuration not stated)	0.4	-8.9	-6.2	-0.1	1.7	1.5	0.1	0.6	-2.3	-5.5
O=C(O)c1cccc(NCc2ccncc2)c1	2.1	4.0	-3.0	2.5	-0.3	0.3	3.0	0.4	6.4	3.3
Cc1ccccc1CNC(=O)C(C)Sc1ccccc1 (configuration not stated)	5.1	-0.7	0.7	1.9	0.8	-1.3	5.5	-0.4	-2.6	0.5
COc1ccc(OC)c(Nc2cc(C)nc3ccc(C)cc23)c1	7.0	8.6	1.7	1.2	-1.1	-2.2	-2.5	-0.6	-4.0	5.0
CCOc1c(OC)cccc1C1CC(=O)Nc2cc(OC)c(OC)cc21 (configuration not stated)	6.8	3.3	4.7	0.9	-1.7	1.6	-0.7	0.4	-2.9	9.5
CN(C)CCCN1C(=O)c2oc3ccc(F)cc3c(=O)c2C1c1cccnc1 (configuration not stated)	3.1	8.0	-5.3	1.6	-2.3	-2.9	2.5	2.2	4.0	-2.2
O=C(NCc1cccs1)c1noc2c1CCCC2	0.2	-0.8	-4.2	5.6	4.1	0.6	-3.9	-0.5	3.6	-2.8
Cc1ccc(C(=O)OCC(=O)Nc2cccc(S(=O)(=O)N3CCOCC3)c2)o1	2.9	8.0	7.5	-2.0	-1.1	3.5	-2.0	-0.2	4.6	-3.0
C/C(=N\O)c1ccccc1C(=O)O	-5.2	2.5	-7.4	-4.5	3.7	-2.1	1.8	0.0	3.2	5.0
O=C(NCC(F)(F)F)c1cc2c(c(-c3cccc(-c4ccccc4F)c3)n1)[C@H](CCO)N(C(=O)CC1CC1)C2	-4.0	1.5	0.7	2.4	0.9	0.8	3.2	0.5	-3.9	-3.0
CC1CCCC(NC(=O)COC(=O)CCC(=O)c2cccs2)C1C (configuration not stated)	6.5	2.0	9.0	-6.5	-0.4	1.2	-3.9	-0.1	1.1	8.1
COc1ccc(C2CC(c3ccccc3)=NN2C(=O)CSc2ncccn2)cc1 (configuration not stated)	-4.9	-12.7	-1.1	3.8	8.0	1.9	1.8	-0.5	-7.0	4.3
Cc1nn(C)c(Oc2ccccc2)c1CCNC(=O)C(C)(C)C	5.6	-10.1	-0.2	-3.1	4.3	4.6	0.3	-0.3	-6.1	-4.7
Cc1ccsc1/C=N/NC(=S)NCc1ccccc1	5.1	-11.4	4.0	1.4	-3.9	3.1	-1.3	-0.1	10.6	8.8
CCCCOc1cccc2c(=O)n(CC(=O)Nc3ccc4c(c3)OCCO4)ccc12	0.5	-2.7	0.5	-2.3	-3.1	0.9	-1.6	-0.3	-3.9	-9.0
CCCCc1ccc(-c2noc(CCC(=O)NCC)n2)cc1	5.5	-5.4	3.1	-9.9	-2.3	-0.1	-0.5	x	2.1	x
O=C(NC1CCCC1)C(c1ccco1)N1CCN(c2c(Cl)cncc2Cl)CC1 (configuration not stated)	-1.7	1.5	-3.2	-2.2	-1.3	4.6	-4.8	0.6	1.6	-2.9
Cc1cc2nc3n(c2cc1C)CC1CC(C(=O)NCCC(C)C)N(C)C31 (configuration not stated)	2.5	1.2	-3.5	-0.2	-6.6	1.1	-0.3	0.2	4.8	4.5

In a second layout: entries from further up
Under each structure – Tn6 DDE FP, TDP2 inh, DDE Tn7 FP inh, MBD2 DNA inh, UHRF1 MBD2 ctr, LEDGF integ inh, PRMT1 FP inh, proKLK7 act, SIAE primary, TCR-CD3 inh
> NC(=O)C1CCN(C(=O)C2CC(=O)N(c3ccc4c(c3)OCCO4)C2)CC1 (configuration not stated)
 : 2.8, 0.8, 6.6, -5.4, -1.5, 2.2, 0.5, 0.1, 1.9, 0.8
> Cc1ccsc1/C=C1\CCC(C2CCCC2)C1=O (configuration not stated)
 : -4.0, 3.9, 3.4, -4.1, 0.5, -5.3, 3.6, -0.2, -10.4, -0.1
